# Screens (PubChem)
# MCF10A rereplic: A quantitative high throughput screen for small molecules that induce DNA re-replication in MCF 10a normal breast cells | MCF 10A DNA re-replication, Hoechst nuclear intensity, 48 h | Potency, µM (doses to about 46.1 µM), for inactives: top-dose activity, positive = re-replication, usual class: activators | hit rate 2.9% among 350,000; further: potency means the concentration at half of the fitted maximal effect; % of control where 0% means no effect; nearly all actives have a fitted effect of over 50% in size
# ATXN2 expr inh: Primary qHTS for Inhibitors of ATXN expression; HEK-293 ATXN2-luciferase reporter, luminescence, 24 h; Potency, µM (titrated, usually from 57 µM), for the others: at the highest dose activity change, negative = inhibition, actives largely listed as inhibitors; hit rate 0.72% among 360,000; AID 1745845, 2022; further: potency means the concentration at half of the fitted maximal effect; on the % scale 0 is the no-effect control and ±100 the full control effect; nearly all actives have a fitted effect of over 55% in size
#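 qHTS (up to 57 uM final) was run with 24 h compound exposure of reporter cells at 37 °C. Each well was multiplexed: SteadyGlo luminescence measured ATXN2-luciferase expression after a fluorogenic Gly-Phe-AFC viability readout (25 uM final).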
# SW480 rerep: A quantitative high throughput screen for small molecules that induce DNA re-replication in SW480 colon adenocarcinoma cells; SW480 DNA re-replication, Hoechst DNA content imaging, 48 h; Potency, µM (doses to about 46.1 µM), for inactives: at the top dose re-replication activation, most hits filed as activators; hit rate 1.8% among 340,000; AID 624297, 2012; further: potency means the concentration at half of the fitted maximal effect; % of control where 0% means no effect; nearly all actives have a fitted effect of over 55% in size
#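 Readout is total intensity of Hoechst-stained nuclei, excited at 405 nm and collected at 500-530 nm. Compound treatment lasted 48 hr at 37 C in 5% CO2 before staining.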
# S2 tox: Viability Counterscreen for Primary qHTS for Inhibitors of ATXN expression; S2 cells (HEK-293 line with an ATXN2-luciferase reporter) viability, CellTiter-Fluor protease fluorescence, 24 h; Potency, µM (titrated, usually from 56.7 µM), most hits filed as cytotoxic; hit rate 0.49% among 400,000; further: potency means the concentration at half of the fitted maximal effect; nearly all actives have a fitted effect of over 40% in size
# HT1080-NT tox: qHTS for induction of synthetic lethality in tumor cells producing 2HG: qHTS for the HT-1080-NT fibrosarcoma cell line; AID 686970, 2013; HT-1080-NT fibrosarcoma viability, CellTiter-Glo ATP luminescence, 48 h; hit rate 1.6% among 360,000; Potency, µM (highest dose often 46.1 µM), for inactives: top-dose activity, negative = less viability, hits mostly cytotoxic;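 further: NT is the 2HG producing partner of a matched IDH1 knockdown line; potency means the concentration at half of the fitted maximal effect; 0% = DMSO-treated cells and -100% = media-only wells without cells; nearly all actives have a fitted effect of over 55% in size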
#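 A 48-hour cytotoxicity screen used HT-1080-NT cells plated 2 hours before compound delivery. ATP-based CellTiter-Glo luminescence measured viability, normalized to DMSO and no-cell controls.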
# HT1080 IDH1KD tx: qHTS for induction of synthetic lethality in tumor cells producing 2HG: qHTS for the HT-1080-IDH1KD cell line. HT-1080 IDH1 knockdown viability, ATP luminescence, 48 h. hit rate 2% among 360,000. Potency, µM (series often up to 46.1 µM), without a hit: top-dose activity, negative = toxicity, actives largely listed as cytotoxic. AID 686971, 2013;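 further: potency means the concentration at half of the fitted maximal effect; 0% = DMSO wells and -100% = cell-free medium wells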
#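 HT-1080-IDH1KD cells (IDH1 knocked down), 750/well in RPMI with 5% FBS, treated with compound 48 h at 37 degrees C. Viability by CellTiter-Glo luminescence, normalised to DMSO and no-cell wells; concentration-response curves classed.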
# KB-3-1 tox: qHTS assay for MDR1-selective chemotherapeutics: Primary screen using the parental adenocarcinoma cell KB-3-1 | KB-3-1 viability, CellTiter-Glo ATP luminescence, 72 h | Potency, µM (highest dose often 46.1 µM), for inactives: at the top dose activity change, negative = cytotoxic, most hits filed as cytotoxic | hit rate 1.4% among 400,000 | AID 1347075, 2019; further: potency means the concentration at half of the fitted maximal effect; on the % scale 0 is the no-effect control and ±100 the full control effect; nearly all actives have a fitted effect of over 60% in size
#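 KB-3-1 cells, DMEM (no phenol red) + 10% FBS; compound by pin transfer, 72 h, 37 °C. Readout: CellTiter-Glo luminescence after 10 min. Data normalized, curve-fitted.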
# KB-V1 MDR tox: qHTS assay for MDR1-selective chemotherapeutics: Primary screen using the drug-selected MDR subline cells KB-V1. KB-V1 MDR cells viability, CellTiter-Glo, 72 h. Potency, µM (top dose mostly 46.1 µM), for the others: at the highest dose activity change, negative = cytotoxicity, actives largely listed as cytotoxic. hit rate 3.4% among 400,000. AID 1347076, 2019; further: potency means the concentration at half of the fitted maximal effect; on the % scale 0 is the no-effect control and ±100 the full control effect; nearly all actives have a fitted effect of over 60% in size
#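 Compound-treated KB-V1 multidrug-resistant cells, 72 h, 37 degrees C; viability by CellTiter-Glo. Fitted qHTS curves give the values.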
# IL1B secr inh: qHTS for Inhibitors of Inflammasome Signaling: IL-1-beta AlphaLISA Primary Screen; THP-1 LPS/ATP IL-1B secretion, AlphaLISA, 16 h; active compounds read low; activity change, % at 57.5 µM; hit rate 4.7% among 360,000; AID 743279, 2014; in the data active means activity change below about -50%; inconclusive means mostly about -30% to -49%; further: on the % scale 0 is the no-effect control and ±100 the full control effect
#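 Secreted IL-1B measured by AlphaLISA bead assay after 16 h compound exposure of THP-1 cells; compounds (final up to 57.5 uM) added 1 h before LPS (250 ng/mL) and ATP (1.25 mM) stimulation; lower signal means less secretion.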
# * = called active by the depositor; i = inactive; u = inconclusive; x = no result given; [ ] = remark or other dose. Unless noted, the call rests on the fitted dose curve; in most records, active means well fitted curve in the direction sought with a large enough effect; inconclusive means small, poorly fitted or top-dose-only effect, or another doubt; inactive means no such curve, though single readings can be large; an effect the other way counts as inactive or inconclusive. An unsorted share of the library; about 11% have a hit in one of these screens.
canonical_smiles,ATXN2 expr inh,KB-3-1 tox,IL1B secr inh,MCF10A rereplic,SW480 rerep,S2 tox,KB-V1 MDR tox,HT1080-NT tox,HT1080 IDH1KD tx
Cc1oc(-c2cc(F)ccc2F)nc1CN1CCC(C(=O)N2CCOCC2)CC1,2%,x,19,4%,8%,u,x,-1%,2%
CC(C)Cc1ccc(C(C)C(=O)Nc2ccccc2O)cc1 (centres undefined),-36%,21µM*,-95*,12%,-71%[inhibitor],i,u,3.7µM*,23µM*
CCC(NC(=O)NCCCn1ccnc1)(C(F)(F)F)C(F)(F)F,-7%,3%,1,2%,-6%,i,39%,-2%,5%
C=CCOc1c(Br)cc(C2NC(=O)NC(C)=C2C(C)=O)cc1OCC (centres undefined),-15%,-5%,17,2%,0%,i,-4%,-4%,-17%
COC(=O)c1cc2c(cc1N)OCCO2,-1%,2%,28,-1%,-1%,u,-13%,9%,1%
S=c1[nH]nc(Cc2ccc(Cl)cc2)n1-c1ccc2c(c1)OCCO2,x,1%,13,0%,-2%,i,22%,10%,9%
CC(C)(C)OC(=O)N1CCN(C(=O)OCC2c3ccccc3-c3ccccc32)CC1C(=O)O (centres undefined),2%,0%,0,6%,-11%,i,0%,-5%,-1%
O=C(NCc1ccco1)c1scc2c1OCCO2,-4%,13%,2,7%,-4%[9.22 µM],i,-2%,3%,2%
Cn1c(O)c(N=NC(=O)CNC(=O)c2ccccc2)c2ccccc21,-4%,5%,-9,8%,0%,i,u,11%,4%
CCOC(=O)C1CCCN(CC(O)COCc2ccccc2OC)C1 (centres undefined),-4%,22%,17,-21%,-21%,i,-2%,5%,6%
CCOC(=O)c1nnc(-c2ccc(C)cc2)nc1Sc1ccccc1Cl,u,u,-97*,7.3µM*,-4%,u,-26%,-9%,1%
COc1ccccc1C(=O)Nc1ncc2c(n1)CC(c1ccco1)CC2=O (centres undefined),-10%,-7%,-24,-1%,1%,i,-5%,-3%,1%
O=C(/C=N/NC(=O)c1ccccc1Br)c1ccccc1,-5%[11.3 µM],0%,-6,-28%,-10%[1.84 µM],i,6%,-3%,-8%
O=C(O)COCC(=O)NCc1nc(-c2ccc(C(F)(F)F)cc2)no1,-2%,6%,x,-10%,-5%,i,4%,9%,16%
CCN(CC)CCNC(=O)Cn1nc(Cc2ccccc2)c2ccccc2c1=O,3%,-6%,-7,-20%,13%,u,13%,4%,3%
CCN(CC)c1ccc(S(=O)(=O)N2CCOCC2)cc1NC(=O)CSc1nnc(N)s1,-13%,-4%,u,-3%,u,u,-13%,-7%,3%
COc1ccc(S(=O)(=O)NC(=O)C2(C)CCN2C(=O)c2cccc(F)c2)cc1 (centres undefined),6%,0%,-2,x,x,i,3%,7%,u
Cc1[nH]nc(-c2ccc(O)cc2O)c1-c1ccc(Cl)cc1,-34%,u,u,15%,4%,i,-25%,1%,-29%
COC(=O)Nc1ccc(S(=O)(=O)N2CCCC(C(=O)NC3CCS(=O)(=O)C3)C2)cc1 (centres undefined),-5%,0%,8,-1%,1%,i,0%,u,13%
C/C(=N/NC(=O)c1nnn(-c2nonc2N)c1COc1ccccc1)c1ccccc1,x,-18%,6,-1%,-2%,i,12%,-1%,1%
COc1ccc(CCNC(=O)CSc2nnc3ccc(-c4cccnc4)nn23)cc1,-3%,5%,u,0%,0%,i,1%,-2%,14%
O=C(O)c1ccc[nH]c1=S,10%,4%,1,-9%,-5%,i,5%,24%,20%
CSc1nc2ccc(NC(=O)C3=NN(c4ccccc4)C(=O)CC3)cc2s1,-13%,4%,-5,0%,-9%,i,-29%,-15%,0%
CCCn1c(=O)n(C)c(=O)c2c(SCC(=O)NC34CC5CC(CC(C5)C3)C4)nc(CC(C)C)nc21,6%,u,8,8%,-3%,i,-3%,12%,0%
CN(C)C/C(Cl)=C(\Cl)c1ccccc1,7%,u,-5,u,u,i,16%,0%,9%
CSCCNCc1cn(-c2ccc(F)cc2F)nc1-c1ccccc1C,-20%,-8%,u,10%,-1%,u,-21%,-23%,-14%
CC(C)n1nc(C(=O)Nc2ccc3c(c2)OCO3)c2ccccc2c1=O,4%,6%,0,8%,1%,i,23%,1%[9.24 µM],-7%
Cc1cc(O)c(C(C)C)cc1NC1=NS(=O)(=O)c2ccccc21,-5%,1%,10,201%[0.0737 µM],7%,i,4%,-4%,-5%
Cc1ccc(C)c(OCCC(=O)NCCc2ccc(Cl)cc2)c1,-3%,u,4,3%,0%,i,0%,2%,-1%
C=CC(=O)NC1CC2CCC1(C)C2(C)C (centres undefined),-12%,-5%,8,-23%,-2%[9.22 µM],i,21%,16%,12%
O=C(CCCn1nnnc1CN1CCOCC1)N1CCC(c2ccccc2F)C1 (centres undefined),11%,20%,11,-1%,2%,i,12%,4%,12%
CCS(=O)(=O)c1ccccc1C(=O)NC1CCCc2ccccc21 (centres undefined),-1%,-7%,41,-13%,-6%,i,-24%,0%,1%
COC(=O)c1cc2ccsc2n1Cc1ccccc1F,5%,0%,3,u,7%,i,-15%,0%,0%
O=C(Cn1nc(Cc2cccnc2)c2ccccc2c1=O)N1CCN(C(=O)c2ccco2)CC1,0%,16%,6,-4%,-8%,i,4%,8%,5%
Cc1c(C(=O)N(C)C)sc2c1c(=O)n(-c1ccccc1C(F)(F)F)c(=O)n2Cc1cccc(F)c1,-14%,u,x,x,x,u,1%,x,x
COc1ccc(CC(=O)c2c(O)cc(O)cc2O)cc1OC,23%,u,-8,20%,3%,i,u,-3%,1%
COc1ccc(-c2nc(Cn3c(SCc4ccccc4F)nc4ccncc43)c(C)o2)cc1,-5%,-29%,3,17%,-4%,i,u,-22%,u
Cc1ccc(/C=C2/NC(=O)[C@H](C)NC2=O)cc1,5%,5%,10,-5%,3%,i,-3%,17%,14%
c1ccc(-c2ccccc2OCCOCCN2CCCCC2)cc1,-11%,-8%,u,u,-1%,i,u,-2%,1%
CCOC(=O)c1ccc(NC(=O)CC2C(=O)N(c3ccccc3)C(=O)N2C2CCCCC2)cc1 (centres undefined),0%,1%,x,x,x,u,5%,x,x
CC1=CC(C)(C)n2c(O)c(N=N)c3c(C)ccc1c32,-9%,-1%,12,u,6%,i,-1%,-18%,-14%
Cc1ccccc1-c1noc(-c2cccs2)n1,66%[activator],7%,26,4%,-1%,i,0%,u,13%
NC(=O)c1sc2cc(C(F)(F)F)cnc2c1-c1ccccc1,18%,0%,14,-2%,-61%[inhibitor],i,3%,0%,-3%
Cc1[nH]c2ccccc2c1SCc1nnc(SCc2ccc(Cl)cc2)n1C,u,-13%,x,u,u,i,-9%,u,u
CCCSc1cc(N2CCN(C)CC2)nc(-c2ccc(OC)cc2)n1,-32%,u,-57*,u,u,i,-17%,u,u
CC(OC(=O)c1ccc(NC(=O)CC#N)cc1)C(=O)NCCC1=CCCCC1 (centres undefined),x,-7%,-6,3%,-5%,i,-3%,-2%,-12%
C(#CCN1CCC(Cc2ccccc2)CC1)COCCOCc1ccccc1,-13%,6%,0,-36%[inhibitor],-41%[inhibitor],i,u,10%,24%
Cc1ccsc1/C=C(\CC(=O)O)c1nc2ccccc2o1,11%,-7%,24,7%,-4%,i,-18%,18%,8%
O=C(CN(Cc1ccccc1Cl)C(=O)CN1C(=O)CSc2ccccc21)NC1CC1,-15%,-10%,-7,0%,0%,i,u,9%,1%
CC(=O)Nc1ccc(S(=O)(=O)N2CCN=C2SCc2ccc([N+](=O)[O-])cc2)cc1,-23%,x,-28,u,13%,i,x,u,u

# Continued:
canonical_smiles,ATXN2 expr inh,KB-3-1 tox,IL1B secr inh,MCF10A rereplic,SW480 rerep,S2 tox,KB-V1 MDR tox,HT1080-NT tox,HT1080 IDH1KD tx
Cn1c(=O)c(=O)n(C)c2cc(S(=O)(=O)CCC(=O)Nc3cccc(C(F)(F)F)c3)ccc21,10%,3%,1,-1%,-8%,i,u,24%,21%
Cc1cccc(-c2nnc(-c3ccccc3)o2)c1,127%[activator],-5%,37,-14%,0%,i,-26%,-9%,-5%
CCC(=O)N1c2ccc(S(=O)(=O)NC3CCCCC3)cc2CC1C (centres undefined),-15%,0%,28,7%,-22%,i,5%,-5%,-7%
Cn1cccc1C(=O)OCC(=O)c1ccc(Br)s1,55%[activator],10%,-14,-2%,0%,i,u,10%,18%
CCC(C)(C)NC(=O)C(c1ccncc1)N(C(=O)c1sc(C)nc1C)c1ccc(C)cc1 (centres undefined),x,3%,31,-1%,-1%,u,15%,1%,-13%
C=CCNC(=O)c1ccccc1NC(=O)COc1ccccc1,-4%,-1%,0,10%,-6%,i,u,3%,7%
Oc1ccc(/C=N/NC(=S)Nc2cccnc2)cc1,x,21%,-25,u,-1%,i,-13%,20%,0%
Cc1ccc(N(C)S(=O)(=O)c2cc3c(cc2C)NC(=O)CO3)cc1,2%,0%,30,-5%,-21%,i,-7%,-2%,-4%
COc1ccccc1CCNS(=O)(=O)CCNC(=O)c1ccccc1,4%,12%,-11,2%,0%,i,16µM*,5%,4%
